GLP1R cytotox: cytotoxicity counter-screen for GLP-1 receptor inverse agonists; HEK293 cAMP-luciferase reporter cells, luminescence, 24 h; Potency, µM (highest dose often 38.3 µM), for the others: at the top dose activity change, negative = inhibition, most hits filed as inhibitors; hit rate 0.13% among 410,000; AID 624418;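 also: loss of luciferase light is scored as toxicity; potency is read from the fitted curve at half-maximal effect; % is scaled to controls: 0 for no effect and ±100 for the full control effect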
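1536-well qHTS counterscreen of the MLSMR; 200 cells/uL, 12 h pre-incubation, 23 nL cpd, 24 h at 37 deg C 5% CO2, luciferase detection reagent, 12 min RT, luminescence. Inhibition = undesired.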
HT1080 IDH1KD tx: HT-1080 IDH1 knockdown cell toxicity (counter line); Potency, µM (highest dose often 46.1 µM), without a hit: at the highest dose activity, negative = toxicity, actives largely listed as cytotoxic; hit rate 2% among 360,000; AID 686971; HT-1080 IDH1 knockdown viability, ATP luminescence, 48 h;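 also: potency is read from the fitted curve at half-maximal effect; 0% = DMSO wells and -100% = cell-free medium wells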
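After a 2 h attachment period, IDH1KD HT-1080 cells took pin-transferred compound for 48 h at 37 °C; ATP-based luminescence after 10 min room-temperature reagent incubation reported viability.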
HT1080NT lethal: kills 2HG-producing HT-1080-NT fibrosarcoma cells | HT-1080-NT fibrosarcoma viability, CellTiter-Glo ATP luminescence, 48 h | Potency, µM (doses to about 46.1 µM), for the others: at the top dose activity, negative = less viability, hits mostly cytotoxic | hit rate 1.6% among 360,000;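 also: NT is the 2HG producing partner of a matched IDH1 knockdown line; potency is read from the fitted curve at half-maximal effect; 0% = DMSO-treated cells and -100% = media-only wells without cells; nearly all actives have a fitted effect of over 55% in size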
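Viability of the 2HG-overproducing fibrosarcoma line after 48 hours of compound exposure at 37 degrees C was determined by luminescence with CellTiter-Glo, and concentration-effect curves were then fitted and categorized.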
DRD3 agonist: activates the human D3 dopamine receptor; P35462; hit rate 0.58% among 410,000; D3R DiscoveRx beta-arrestin cells, luminescence, 90 min; max activation, %; in the data active = max activation above about 30%; also: 0% is about no effect; mostly tested at two doses, the higher about 12 µM
Target sequence (P35462 whole entry, looked up): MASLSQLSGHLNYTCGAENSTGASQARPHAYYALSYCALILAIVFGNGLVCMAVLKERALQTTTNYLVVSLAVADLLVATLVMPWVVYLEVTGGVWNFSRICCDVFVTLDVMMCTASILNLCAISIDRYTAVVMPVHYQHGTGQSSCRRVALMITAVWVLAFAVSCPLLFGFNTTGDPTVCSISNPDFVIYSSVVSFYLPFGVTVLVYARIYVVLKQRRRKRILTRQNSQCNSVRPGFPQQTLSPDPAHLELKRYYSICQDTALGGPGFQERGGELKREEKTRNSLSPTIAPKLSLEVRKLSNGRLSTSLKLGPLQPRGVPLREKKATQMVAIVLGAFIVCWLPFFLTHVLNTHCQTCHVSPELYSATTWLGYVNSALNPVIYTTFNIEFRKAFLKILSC
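Agonist-mode cell screen: cells plated at 1500/well and incubated overnight at 37 °C, then exposed to library compounds for 90 min at 37 °C. Detection reagent was added for 30–60 min at room temperature, and luminescence was read.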
SW480 rerep: induces DNA re-replication in SW480 colon adenocarcinoma cells. SW480 DNA re-replication, Hoechst DNA content imaging, 48 h. Potency, µM (series often up to 46.1 µM), for the others: at the top dose re-replication activation, usual class: activators. hit rate 1.8% among 340,000; also: potency is read from the fitted curve at half-maximal effect; % of control where 0% means no effect; nearly all actives have a fitted effect of over 55% in size
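First, 250 cells per well were seeded. Next, compound or vehicle (23 nL) was pinned in, plates sat 48 hr at 37 C. Finally Hoechst was added for 40 min before fluorescence scanning.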
KB-V1 cytotox: KB-V1 MDR subline cytotoxicity | KB-V1 MDR cells viability, CellTiter-Glo, 72 h | hit rate 3.4% among 400,000 | Potency, µM (titrated, usually from 46.1 µM), inactives show at the top dose activity change, negative = cytotoxicity, actives largely listed as cytotoxic; also: potency is read from the fitted curve at half-maximal effect; % is scaled to controls: 0 for no effect and ±100 for the full control effect; nearly all actives have a fitted effect of over 60% in size
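Drug-selected KB-V1 cells, grown in DMEM lacking phenol red with 10% FBS, receive compound titrations; after three days at 37 degrees C, surviving cell ATP is quantified by CellTiter-Glo luminescence and responses normalized and curve-fitted.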
MCF10A rerep: induces DNA re-replication in MCF 10a normal breast cells | MCF 10A DNA re-replication, Hoechst nuclear intensity, 48 h | Potency, µM (titrated, usually from 46.1 µM), for the others: at the top dose activity, positive = re-replication, hits mostly activators | hit rate 2.9% among 350,000 | AID 624296; also: potency is read from the fitted curve at half-maximal effect; % of control where 0% means no effect; nearly all actives have a fitted effect of over 50% in size
KB-3-1 cytotox: kills parental KB-3-1 adenocarcinoma cells. KB-3-1 viability, CellTiter-Glo ATP luminescence, 72 h. AID 1347075. hit rate 1.4% among 400,000. Potency, µM (doses to about 46.1 µM), without a hit: top-dose activity change, negative = cytotoxic, hits mostly cytotoxic; also: potency is read from the fitted curve at half-maximal effect; % is scaled to controls: 0 for no effect and ±100 for the full control effect; nearly all actives have a fitted effect of over 60% in size
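Multi-concentration cytotoxicity screen in KB-3-1 cells grown in DMEM lacking phenol red with 10% FBS. After 72 h at 37 °C with compound, ATP-dependent luminescence was recorded.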
IL-1B inflam inh: inflammasome signaling inhibition, IL-1 beta readout; THP-1 LPS/ATP IL-1B secretion, AlphaLISA, 16 h; stronger effect = lower value; activity change, % at 57.5 µM; hit rate 4.7% among 360,000; AID 743279; in the data active = activity change below about -50%; inconclusive = mostly about -30% to -49%; also: % is scaled to controls: 0 for no effect and ±100 for the full control effect
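Secreted IL-1B measured by AlphaLISA bead assay after 16 h compound exposure of THP-1 cells; compounds (final up to 57.5 uM) added 1 h before LPS (250 ng/mL) and ATP (1.25 mM) stimulation; lower signal means less secretion.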
The depositor's hits bear a star; i = inactive; ? = inconclusive; . = no result given; [ ] = another dose, or the depositor's remark. Unless noted, calls follow the shape of the dose curve; as a rule, active = well fitted curve in the direction sought with a large enough effect; inconclusive = small, poorly fitted or top-dose-only effect, or another doubt; inactive = no such curve, though single readings can be large; an effect the other way counts as inactive or inconclusive. The order is random. Share with any hit: about 11%.

SMILES | GLP1R cytotox | HT1080 IDH1KD tx | HT1080NT lethal | DRD3 agonist | SW480 rerep | KB-V1 cytotox | MCF10A rerep | KB-3-1 cytotox | IL-1B inflam inh
O=C(/C=C/c1ccco1)Nc1sc2c(c1C(=O)O)CCC2 | ? | ? | -27% | -14 | 1% | 1% | -1% | -12% | -10
Cc1onc(-c2ccccc2Cl)c1C(=O)Nc1nnc(-c2ccc(Cl)cc2Cl)s1 | -7% | -15% | -19% | 15 | -5% | 12% | ? | 10% | 31
Cc1[nH]n(-c2ccc([N+](=O)[O-])cc2)c(=O)c1/C=N/N1CCOCC1 | -1%[7.66 µM] | ? | ? | -5 | -7% | ? | -1% | ? | 0
CC(=O)c1ccc(NC(=S)N2CCCC(C(F)(F)F)C2)cc1 (stereo not given) | -5% | 26% | 12% | 5 | -20% | -14% | -5% | -6% | 8
C=CCNC(=O)CN1N=C(c2ccc(C)cc2)CCC1=O | -12% | 14% | 23% | -3 | 0% | 7% | -19% | 14% | -1
O=C(Nc1c(-c2ccccc2)[nH][nH]c1=O)c1cnccn1 | -3% | 27% | 17% | -3 | . | 9% | . | 1% | 22
O=c1cc(CSc2ccc(Cl)cc2)nc(-c2ccncc2)[nH]1 | 8% | -1% | -3% | -5 | -5% | 0% | ? | 0% | 24
O=C(NC1(Cc2ccc(O)cc2)CCCCC1)c1ccccc1 | -8% | -1% | -1% | 6 | 5% | 0% | 15% | 5% | 0
CC(C)n1cc2c(c1-c1ccccc1Cl)c(=O)n(C)c(=O)n2C | 9% | . | . | 1 | . | 3% | . | 1% | .
Cc1cc(/C=C2\SC(=O)N(C)C2=O)c(C)n1-c1ccc(O)cc1 | -24% | -5% | 3% | 0 | -24% | -5% | ? | 6% | 6
COCCCNC(=S)N(Cc1cccnc1)Cc1ccc(OC)c(OC)c1 | -4% | 13% | 22% | -9 | 2% | 0% | 14% | 1% | -9
CSc1nsc(SCC(=O)Nc2c(C)n(C)n(-c3ccccc3)c2=O)n1 | 1% | -2% | 1% | 1 | -13% | 5% | -1% | 0% | -18
O=C1OC2(CCCCC2)OC(=O)C1=CNc1nccs1 | 1% | 10% | 5% | 0 | -18% | 0% | 7% | -2% | 12
Cc1cc(C)c(S(=O)(=O)Nc2ccc(O)cc2)cc1C | -7% | -1% | -2% | -1 | -21% | -3% | -178%[0.0737 µM] | -20% | 0
COc1ccc(-c2cc(C)no2)cc1S(=O)(=O)NCc1cccc(C)c1 | -10% | ? | 18µM* | 2 | ? | ? | ? | ? | 49
Cc1ccc(NC(=O)CN2C(=O)N/C(=C/c3cc(C)n(-c4ccc(C(=O)O)cc4)c3C)C2=O)cc1 | -12% | 11% | 6% | -4 | -10% | 16% | -14% | 4% | 13
Cc1cc(C)c(C(=O)Nc2ccccc2)c(SCC(=O)Nc2ccc(Br)cc2C)n1 | -4% | . | . | -8 | . | -16% | . | 4% | .
CCCCN(C(=O)C1CCCC1)C1CCS(=O)(=O)C1 (stereo not given) | 3% | 0% | 2% | -4 | -4% | 0% | 4% | 12% | -8
CCOC(=O)c1ccc[n+](CC(=O)c2ccc(NC(=O)c3ccccc3)cc2)c1 | -7% | 0% | -1% | -4 | ? | -2% | 1% | -7% | 3
COc1ccc(CCNC(=O)COC(=O)c2cc3ccccc3oc2=O)cc1OC | 13% | ? | -22% | 1 | 2% | ? | -3% | 0% | 19
CCN(C(=O)COC(=O)c1cc(S(=O)(=O)N(C)C)ccc1Cl)C1CCS(=O)(=O)C1 (stereo not given) | -2% | 2% | -1% | 6 | 4% | 0% | 1% | 1% | 5
COc1ccc(CC(=O)N2CCN(C(=O)Cc3ccc(OC)cc3)CC2)cc1 | -14% | 0% | -2% | -4 | 3% | -11% | -29% | -1% | 9
CN(C)CCCNC(=O)c1ccc(-c2cc(O)c3ncccc3c2)cc1 | . | . | . | . | -3% | ? | -14% | 0% | .
CSc1cccc(NC(=O)CSc2ccccc2)c1 | -6% | 6% | 9% | -4 | -2% | -4% | 0% | 0% | -2
Cc1cccc(-n2ccc(=O)c(C(=O)Nc3ccc(S(=O)(=O)N4CCOCC4)cc3)n2)c1 | -2% | -2% | -3% | -1 | -32% | -21% | 12% | 0% | -21
COc1cc(/C=N/NC(=O)CCn2c3ccccc3c3ccccc32)cc(OC)c1OC | -27% | -8% | -4% | 42* | 5% | 4.6µM* | 1% | -5% | 0
O=C(C[C@H]1CC[C@H]2[C@@H](COC[C@H](O)CN2C(=O)c2ccccn2)O1)N1CCN(c2ccccc2)CC1 | -11% | 11% | 14% | -5 | . | -1% | . | 4% | 19
O=C(Nc1nnc(-c2ccccc2F)s1)Nc1ccccc1F | -3% | 29% | 26% | 1 | -1% | -2% | 1% | 0% | -9
CC1CCN(CC(=O)N2c3ccccc3CCc3ccccc32)CC1 | 1% | -1% | 21% | -6 | -4% | ? | 17% | 2% | -15
Cn1c2ccccc2c2cnn(CC(=O)Nc3ccccc3Br)c(=O)c21 | 4% | 2% | 0% | 3 | -3% | -24% | ? | 22% | 34
CC(C)C(OC(=O)c1cccc(S(=O)(=O)NCC(F)(F)F)c1)C(=O)NC(N)=O (stereo not given) | 19% | 0% | -3% | -4 | -1% | 7% | 0% | 15% | -6
Cc1ccc(N=C(NOCc2ccc(Cl)cc2Cl)c2nonc2N)c(C)c1 | -11% | ? | ? | -15 | -5% | -21% | 23% | -11% | -6
Cc1ccc2c(c1)N(CC(=O)NC1CCCC1)C(=O)CO2 | 9% | 13% | 23% | 1 | -5% | -2% | -12% | 7% | -10
CC1(C(=O)Nc2nnc(SCc3ccccc3)s2)Cc2ccccc2C(=O)O1 (stereo not given) | -14% | 11% | -1% | -9 | -8% | -16% | 2% | -11% | 14
COc1ccc(C(=O)NCC2(c3ccccc3)CCOCC2)cc1[N+](=O)[O-] | -4% | 11% | 13% | -5 | -4% | ? | -3% | 14% | 20
Cc1cc(=O)oc2c3c(cc(OCC(=O)N[C@@H](Cc4ccccc4)C(=O)O)c12)OC(C)(C)CC3 | 27% | 1% | 1% | 10 | -74%[inhibitor] | -14% | 18% | 0% | -15
CC1C(=O)N(Cc2cn(Cc3ccco3)nn2)CCS(=O)(=O)N1Cc1ccc(-c2ccc(Cl)c(Cl)c2)cc1 (stereo not given) | -23% | ? | ? | 3 | . | ? | . | ? | -51*
COc1ccccc1OCC(=O)N/N=C/c1cccc2cccnc12 | -10% | -14% | -4% | 3 | ? | -19% | 13% | -6% | i
O=S(=O)(Nc1ccccc1Cl)c1cccc2nsnc12 | 17% | -1% | 0% | 3 | -1% | 0% | 11% | -3% | 0
CC(=O)Nc1cccc(OCC(=O)NS(=O)(=O)c2ccc(Cl)cc2)c1 | 17% | ? | 16% | 1 | -1% | -3% | -20% | -4% | 13
O=C(O)c1ccc(N/N=C/C2=Cc3ccccc3OC2)cc1 | -7% | ? | ? | 1 | ? | 21% | 15µM* | 1% | -4
C[C@@H]1CN([C@H](C)CO)S(=O)(=O)c2ccc(C#Cc3ccccc3)cc2O[C@H]1CN(C)C(=O)Nc1ccc2c(c1)OCO2 | -19% | ? | -25% | 5 | . | 17% | . | 8% | ?
CCc1ccc(-n2c(=O)c3ccccc3n(CC(=O)C(C)(C)C)c2=O)cc1 | -33% | 3% | 2% | -10 | -20% | 3% | -8% | -3% | 0
CCCCN(Cc1cc2cc(OC)ccc2[nH]c1=O)C(=O)c1ccco1 | -7% | 5%[9.24 µM] | 2% | 10 | -6% | ? | 3% | -30% | 19
CCc1ccc(CN(C(=O)c2ccco2)C2CCS(=O)(=O)C2)cc1 (stereo not given) | 6% | 3% | 3% | -24 | -5% | ? | 11% | -8% | 25

Compounds from the list above that contain a nitro group on carbon, in the order listed:
SMILES | GLP1R cytotox | HT1080 IDH1KD tx | HT1080NT lethal | DRD3 agonist | SW480 rerep | KB-V1 cytotox | MCF10A rerep | KB-3-1 cytotox | IL-1B inflam inh
Cc1[nH]n(-c2ccc([N+](=O)[O-])cc2)c(=O)c1/C=N/N1CCOCC1 | -1%[7.66 µM] | ? | ? | -5 | -7% | ? | -1% | ? | 0
COc1ccc(C(=O)NCC2(c3ccccc3)CCOCC2)cc1[N+](=O)[O-] | -4% | 11% | 13% | -5 | -4% | ? | -3% | 14% | 20

Following part
SMILES | GLP1R cytotox | HT1080 IDH1KD tx | HT1080NT lethal | DRD3 agonist | SW480 rerep | KB-V1 cytotox | MCF10A rerep | KB-3-1 cytotox | IL-1B inflam inh
Cc1cccc(C)c1Nc1sc(C(=O)c2ccccc2)c(N)c1C(=O)Nc1ccc(F)cc1 | -22% | . | . | 23 | . | ? | . | -11% | .
COc1ccccc1OC(C)C(=O)Nc1nc(-c2ccc(S(=O)(=O)N3CCOCC3)cc2)cs1 (stereo not given) | 2% | -2% | 2% | 4 | 7% | 4.6µM* | ? | -12% | 0
CCOC(=O)c1c(NC(=O)CCCOc2ccc(C(C)(C)C)cc2)sc2c1CCCC2 | -11% | . | . | 0 | . | 4% | . | 12% | .
O=C(c1ccco1)N1CCN(Cc2nnc(-c3cccc(Cl)c3)o2)CC1 | 1% | 8% | 0% | 37* | -10% | -11% | ? | -1% | 3
O=C(NCc1ccccc1)c1cc(C2CCCN(C(=O)c3cccs3)C2)on1 (stereo not given) | 3% | 0% | 12% | 6 | . | -3% | . | 0% | -13
CN(C)CCCNC(=O)C(=O)Nc1cc2c3c(c1)CC(=O)N3CCC2 | -2% | 18% | 11% | -15 | -1% | 5% | 6% | -4% | 0
Cc1cccc(CNC(=O)C2CCN(S(=O)(=O)c3ccc4c(c3)CCCN4C(=O)C3CCC3)CC2)c1 | -13% | . | . | -3 | . | -16% | . | ? | .
Cc1ccccc1NC(=O)c1cccc(OCc2c(C)noc2C)c1 | 4% | 11% | 11% | -4 | -8% | -4% | -12% | -1% | ?
Cc1ccc2nc3n(c(=O)c2c1)CCCCC3 | -15% | 10% | 10% | 3 | 0% | -2% | 23% | -2% | -9

Screens deposited in PubChem BioAssay by National Center for Advancing Translational Sciences (NCATS).
